# PDI turbidity: inhibitors of human protein disulfide isomerase; P07237; PDI insulin aggregation turbidity, A650, 90 min; inhibition, % at 10 µM; 0.052% of 350,000 active;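 active = mean inhibition across replicates of 30% or more, whatever share of single replicates reach that level; inconclusive = mean inhibition below 30% while every single replicate reaches 30%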;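 also: absorbance from insulin aggregation driven by PDI reduction with DTT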
# Target sequence (P07237 whole entry, looked up): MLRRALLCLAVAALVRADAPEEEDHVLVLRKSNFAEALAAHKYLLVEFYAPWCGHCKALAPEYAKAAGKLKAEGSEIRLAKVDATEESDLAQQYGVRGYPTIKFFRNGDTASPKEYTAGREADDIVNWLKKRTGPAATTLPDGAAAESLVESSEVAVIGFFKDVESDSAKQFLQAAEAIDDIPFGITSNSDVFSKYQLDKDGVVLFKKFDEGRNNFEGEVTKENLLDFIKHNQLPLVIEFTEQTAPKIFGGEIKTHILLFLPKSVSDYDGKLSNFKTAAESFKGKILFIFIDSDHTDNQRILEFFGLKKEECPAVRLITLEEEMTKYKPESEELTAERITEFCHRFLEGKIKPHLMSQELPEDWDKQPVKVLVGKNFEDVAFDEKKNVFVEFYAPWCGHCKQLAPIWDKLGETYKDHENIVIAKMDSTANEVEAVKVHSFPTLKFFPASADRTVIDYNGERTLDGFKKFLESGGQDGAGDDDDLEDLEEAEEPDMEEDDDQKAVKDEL
# HTR2A ag: mouse HTR2A agonism via beta-arrestin recruitment; 0.66% of 360,000 active; CHO-K1 mHTR2A beta-arrestin complementation, luminescence; percent of 30 µM serotonin response; activation, % at 7.6 µM; AID 624169; P35363;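 active = activation above a run cutoff, the mean activation of all tested compounds plus 3 SD, cut at about 14% in these data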;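 also: 0% = plate median of compound wells and 100% = 30 µM serotonin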
# Target sequence (P35363 whole entry, looked up): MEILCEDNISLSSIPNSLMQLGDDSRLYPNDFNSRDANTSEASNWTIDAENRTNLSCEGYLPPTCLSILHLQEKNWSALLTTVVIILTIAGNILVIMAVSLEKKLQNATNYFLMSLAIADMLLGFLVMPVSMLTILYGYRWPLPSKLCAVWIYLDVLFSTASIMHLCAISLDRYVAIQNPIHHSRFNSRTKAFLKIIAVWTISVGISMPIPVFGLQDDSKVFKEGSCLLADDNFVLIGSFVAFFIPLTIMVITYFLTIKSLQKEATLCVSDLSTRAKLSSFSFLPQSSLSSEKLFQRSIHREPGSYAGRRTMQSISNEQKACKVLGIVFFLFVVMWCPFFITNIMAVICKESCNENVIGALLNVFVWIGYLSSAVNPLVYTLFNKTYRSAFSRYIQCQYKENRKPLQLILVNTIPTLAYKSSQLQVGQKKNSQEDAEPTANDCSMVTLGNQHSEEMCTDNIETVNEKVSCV
# hiPSC survival: hiPSC single-cell survival enhancement; survival enhancement, % at 20 µM; ATPlite luminescence; 100% = ROCK inhibitor wells, 0% = DMSO; 0.044% of 360,000 active; in the data active = survival enhancement above about 18%;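 also: cells exposed to compounds for 16 hours before the ATP read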
# H9c2 protect: myocardial damage modulation in H9c2 cells; H9c2 cardiomyocytes, H2O2 injury protection, ATPLite, 2 h; AID 588492; protection from H2O2 cell death, % at 20 µM; 0.63% of 360,000 active;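 active = compounds giving at least 50% protection of heart cells from peroxide-induced death in the single-dose screen, raw or plate-pattern-corrected value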;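 also: 0% = DMSO wells with peroxide and 100% = DMSO wells without peroxide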
# aDG glyco up: alpha-DG glycosylation activation | Pro5-aDG cells, alpha-DG glycosylation AlphaScreen (IIH6); 0% Pro5, 100% B10-LARGE cell signal | activation, % at 10 µM | 0.22% of 360,000 active;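 active = activation of at least 8% versus controls, or a plate z-score of at least 8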;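 also: Pro5 are CHO cells carrying HIG-tagged alpha-DG that lacks glycosylation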
# Exocytosis inh: blocks lytic granule exocytosis; TALL-104 LAMP-1 surface exposure, flow cytometry; cells stimulated with thapsigargin and PMA; inhibition, % at 10 µM; 0.66% of 360,000 active;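 active = inhibition above about 55%, limit read from the data; inconclusive = no clear call, values can overlap the other calls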
# ABCB6 inh 2: inhibitors of human ABC transporter ABCB6; Q9NP58; K562-ABCB6 porphyrin accumulation, flow cytometry, 1 h; stronger effect = lower value; fluorescence ratio to DMSO, % at 10 µM; 0.19% of 360,000 active; AID 602162;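 active = fluorescence ratio to DMSO below 75%, the collection mean minus 3 SD; inconclusive = too few cells collected in the well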;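 also: signal is porphyrin accumulated inside mitochondria; 100% equals median channel fluorescence of DMSO control wells; lower ratio means ABCB6 inhibition with less porphyrin fluorescence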
# CaV13 ICDI inh: Primary screen for inhibitors of IQ motif and Ca2+-dependent inactivation inhibitor domain binding in CACNA1D, Förster resonance energy transfer in living cells, …; HEK cells, CFP/YFP FRET ICDI-IQ, plate reader, 10 min; percent FRET-ratio fall versus neutral wells; inhibition, % at 12.3 µM; 0.098% of 340,000 active; AID 743397;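 active = mean replicate inhibition of at least 30% and at least 1% of replicates passing that level; inconclusive = only one of the two criteria is met; inactive = neither criterion is met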;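 also: 0% = median of the neutral control wells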
# N-glyco inh: N-linked glycosylation inhibition; D54 ERlucT glycosylation luciferase reporter, 24 h; percent of 100 nM tunicamycin response; reporter increase, % at 12.5 µM; 0.23% of 360,000 active; AID 588692;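 active = mean luciferase reporter signal, scaled so untreated is 0 and the glycosylation-blocking control 100, at or above a set limit in every replicate; inconclusive = mean reaches the limit but not every replicate does; inactive = mean below the limit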;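 also: luciferase carries N-glycosylation sites so blocking glycosylation raises the light; 0% = median of neutral control wells and 100% = median of 100 nM tunicamycin wells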
# Vif imaging: inhibitors of HIV Vif | HEK293T cells, Vif self-association by quenched fluorescence, imaging, 24 h | inhibition, % at 7.49 µM | 0.35% of 340,000 active | AID 602346; in the data active = inhibition above about 50%, passing the limit was not always enough; inconclusive = no clear call, values can overlap the other calls; inactive = below about 31%; also: some results filed as inactive read as strong as hits
# An asterisk follows results filed as active; ? = inconclusive; nt = no result given. Rows are unselected (roughly 3.1% active in at least one column).
Compound	PDI turbidity	HTR2A ag	Exocytosis inh	ABCB6 inh 2	N-glyco inh	hiPSC survival	aDG glyco up	CaV13 ICDI inh	Vif imaging	H9c2 protect
COc1ccc(NC(=O)C2CCCN(c3c4c(nc5ncnn35)CCC4)C2)cc1OC (configuration not stated)	-3	-1	4	97	1	-0.7	0.0	-7	nt	8
N=c1sccn1CC(=O)NC(c1ccccc1)c1ccccc1	1	-2	3	88	-2	-0.6	-0.2	-2	?	-2
CC(C(=O)NCc1ccc2c(c1)OCO2)N1c2cccc3cccc(c23)S1(=O)=O (configuration not stated)	3	3	0	94	0	-0.3	0.2	-8	-7	0
CCCCc1ncc(CN2CCN(Cc3ccc(C)cc3)C(CCO)C2)[nH]1 (configuration not stated)	-1	-2	-3	95	0	-0.1	-0.1	-17	7	1
O=C(CSc1cccc[n+]1[O-])NCCCc1ccccc1	2	-2	-3	100	1	-0.9	0.7	-4	3	-5
COc1ccccc1CNC(=S)NCc1ccc(Cl)cc1	0	-4	3	97	-4	-0.6	0.2	-11	nt	-4
COc1ccc(OC)c(C(c2nnnn2Cc2ccco2)N2CCN(C)CC2)c1 (configuration not stated)	-1	-1	8	100	2	-0.1	0.5	-4	3	-1
COc1ccccc1CCNC(=O)CCNS(=O)(=O)c1ccc(NC(C)=O)cc1	-10	-4	10	98	-2	-0.3	-0.1	-5	3	-5
O=C(N/N=C/c1cn(-c2ccccc2)nc1-c1cc2ccccc2o1)c1cccnc1	-5	-5	75*	88	1	-4.6	1.2	-8	-1	35
COc1cccc(CNc2ccc3c(c2)ncn3C)c1OC	16	0	-2	108	5	-0.3	0.1	-4	-1	4
CCOC(=O)c1cc(-c2sc(NC(=O)c3ccccc3)nc2C)n(CCO)n1	8	-2	-6	94	5	-0.6	-0.1	-6	1	8
Cc1ccc(S(=O)(=O)N2CC(O)CC2C(=O)OCC(=O)Nc2ccc([N+](=O)[O-])cc2C(F)(F)F)cc1C (configuration not stated)	2	2	-6	94	0	1.3	0.1	-15	1	-1
COc1ccc(C(=O)NC(=S)Nc2ccc(NC(=O)c3ccco3)cc2)cc1[N+](=O)[O-]	-4	0	-4	96	-1	-1.2	0.0	-17	3	-2
COc1ccc(N(C(=O)Cc2cccs2)C2C=CS(=O)(=O)C2)cc1 (configuration not stated)	2	-2	9	94	2	-0.2	0.2	-3	8	2
O=C(Nc1ccc2c(c1)OCO2)c1cnn2c1NC(c1ccco1)CC2C(F)(F)F (configuration not stated)	3	1	-2	89	-4	-1.0	-0.3	-5	-5	-1
O=C(NCCc1ccco1)C(=O)NCC1OCCCN1S(=O)(=O)c1ccccc1 (configuration not stated)	-3	-6	1	91	2	0.1	-0.1	-6	-8	4
Cn1c(=O)c2sccc2n(Cc2cccc(Br)c2)c1=O	-5	-4	17	97	0	-0.9	0.7	-22	1	-14
Cc1nn(-c2ccccc2)c(OC(=O)c2cccs2)c1S(=O)(=O)c1ccccc1	4	0	2	102	0	-0.6	-0.4	nt	-4	4
Fc1cccc2sc(Nc3nc4ccccc4s3)nc12	1	-2	2	97	0	0.0	-0.1	-4	-6	-13
Cc1ccc(CCNC(=O)C2CCN(S(=O)(=O)c3c(C)nn(C)c3C)CC2)cc1	nt	-4	-4	92	-3	1.0	0.2	-2	19	6
O=C(O)c1ccccc1SCC(=O)N1c2ccccc2Sc2ccccc21	-6	4	0	99	-1	-0.3	0.1	-5	1	-2
Cc1cc(=O)[nH]c(N/N=C/c2ccc(Cl)cc2Cl)n1	-9	-1	-6	98	0	-0.5	0.2	-19	8	5
COC(=O)c1sc(NC(=O)c2c(-c3ccccc3)noc2C)nc1C	-2	-8	-2	94	-1	1.7	-0.3	nt	1	-3
COc1ccc(NC(=O)c2ccc(COCC(F)(F)C(F)F)cc2)cc1	-9	-2	-4	100	-3	0.7	0.1	3	-6	-6
COc1ccc(CN2CCNC(=O)C2CC(=O)N(C)CC2CCOCC2)c(F)c1 (configuration not stated)	-1	-1	0	97	1	0.6	0.3	-6	nt	-2
COCCNCC(O)CON=C1c2ccccc2-c2ccccc21 (configuration not stated)	-2	-2	-3	97	4	0.1	1.6	-5	2	11
CCCN1CCN(CC(=O)NCC(=O)Nc2cccc(C)c2C)CC1	0	-3	-3	82	2	-0.6	0.1	-5	-1	-6
CNc1cncc(-c2ccccc2CO)n1	-1	-1	6	93	2	2.9	-0.1	-6	-4	6
Cc1ccc(-c2ocnc2C(=O)N2CCN(C(=O)c3cccs3)CC2)cc1	-5	2	-5	98	-1	0.1	-0.1	-5	-4	0
CCn1c(SCC(=O)NCCc2ccc(Cl)cc2)nnc1-c1cccs1	4	-1	-1	92	1	0.7	0.5	2	-2	-1

# (cont.)
Compound	PDI turbidity	HTR2A ag	Exocytosis inh	ABCB6 inh 2	N-glyco inh	hiPSC survival	aDG glyco up	CaV13 ICDI inh	Vif imaging	H9c2 protect
COc1ccc(-n2cnnc2SCC(=O)Nc2nc(C)c(Cl)cc2Cl)cc1	-1	1	-2	99	-1	1.9	-0.1	-5	5	-2
CCOC(=O)CNS(=O)(=O)Cc1ccccc1	1	-2	0	103	0	-1.5	-0.1	-6	-9	5
COc1ccc(C)cc1NC(=O)C1CCCN(S(=O)(=O)c2ccc(-n3cnnn3)cc2)C1 (configuration not stated)	3	4	-10	98	1	-0.4	-0.2	-3	25	0
COC(=O)C(Cc1cncn1COCc1ccccc1)NC(=O)OC(C)(C)C (configuration not stated)	3	4	-2	86	0	1.6	0.1	-4	6	-5
CN(C)S(=O)(=O)c1ccc2c(c1)nc1n2CCC1	10	1	0	95	0	-0.6	-0.3	-4	9	7
CC1CCCCC12NC(=O)N(CC(=O)Nc1ccc(N3CCOCC3)cc1)C2=O (configuration not stated)	9	0	9	100	1	-0.6	0.3	-5	-6	3
O=C(Nc1cc(Sc2ccccn2)cc([N+](=O)[O-])c1)c1ccc([N+](=O)[O-])cc1	8	-3	0	102	-6	-0.9	0.1	-2	23	-23
O=C(O)Cn1cnc2c(=S)nc[nH]c21	1	4	-1	98	3	-0.5	0.3	3	8	0
CCCC(=O)NC(c1ccc(OC)cc1)c1c(O)ccc2ccccc12 (configuration not stated)	-7	2	-4	99	2	-0.6	0.0	-18	2	-4
O=C(C1=NN(c2ccccc2)C2C(=O)N(c3ccc(Cl)cc3)C(=O)C12)c1ccccc1 (configuration not stated)	13	0	-2	100	0	1.0	0.0	-18	-8	14
O=[N+]([O-])c1ccc(/C=N/N2CCN(c3ccncc3S(=O)(=O)N3CCCCC3)CC2)cc1	-6	2	-5	100	-6	-1.7	-0.2	nt	0	-6
CCN(CC)CCCN1C(=O)C(=O)/C(=C(/O)c2cc(C)ccc2C)C1c1cccnc1 (configuration not stated)	-9	-1	-1	104	-2	-1.0	0.0	-5	24	-3
COc1ccccc1NC(=O)NC1(C(=O)N2CCC(C)CC2)CCCCC1	10	7	6	93	0	-0.5	0.0	-3	14	-1
O=C(N/N=C/C=C/c1ccccc1)c1cnccn1	5	-5	-2	101	-1	-0.2	0.2	-2	3	-3
Cc1ccccc1Cn1nc(C)c(NC(=O)C2c3ccccc3Oc3ccccc32)c1C	0	-3	4	93	-3	-1.6	0.2	-5	nt	-8
Fc1ccccc1NC(=S)NCc1ccc(Cl)cc1	-110	-3	9	101	0	0.0	0.1	-18	-8	1
O=Cc1cn(CC(=O)N2CCOCC2)c2ccccc12	-9	0	0	79	1	-2.3	0.0	-9	-4	8
COc1cc(C)ccc1OCc1cc(C(=O)N(Cc2nccn2C)C(C)C)no1	-2	0	-4	99	-5	-0.2	-0.2	-4	-2	-3
COc1ccc(-n2nc(C(=O)NCC(=O)NCCCN3CCN(C)CC3)c3ccccc3c2=O)cc1OC	1	10	-7	98	-3	-0.6	-0.1	-2	23	1
CN(Cc1ccco1)C(=O)CSc1nn2c(=O)c(C(C)(C)C)nnc2s1	0	4	-8	95	3	-0.5	0.1	-6	-2	2
Cc1cccc(NC(=O)/C(C#N)=C/c2ccccc2Cl)n1	-3	5	-10	104	2	-0.5	0.0	-5	-1	-1
CS(=O)(=O)N1CCN(C(=O)NC2CCCCC2)CC1	2	4	8	108	0	2.6	-0.1	-5	4	1
C=C(C)CNC(=S)Nc1sc2c(c1C(=O)OCC)CC(C)(C)OC2	0	-1	8	80	4	-2.3	-0.4	-4	-3	-5
CCOC(=O)c1sc(NC(=O)CSc2nc(C)cc(-c3ccccc3)n2)c(C#N)c1C	1	4	-4	97	1	-0.7	-0.2	-4	19	0
Cc1ccc2c(c1)c1ncnc(N3CCOCC3)c1n2C	7	2	-10	96	4	-0.1	2.1	-4	-11	-19
O=C(NCc1ccco1)C1CCN(S(=O)(=O)Cc2ccccc2)CC1	-15	-4	-1	95	-2	-0.3	0.1	-8	4	3
Cc1ccc(-c2c(C(=O)N/N=C/c3cccnc3)nnn2-c2nonc2N)cc1	4	-5	11	98	3	-0.6	-0.3	-3	-7	6
C#Cc1ccc(CN2CCC(Oc3ccc(C(=O)NCc4ccccn4)cc3)CC2)cc1	-2	-15	-2	106	-4	-0.1	0.1	-10	-15	-4
CN1CC2(Cc3c1ccc1ccccc31)C(=O)OC(C)(C)OC2=O	-1	7	0	103	0	-3.7	6.4*	-4	5	-1
CCn1c(SCC(=O)Nc2oc(C)c3c(C)n[nH]c(=O)c23)nc2sc(C)c(C)c2c1=O	13	2	9	98	5	-0.6	0.6	nt	-5	5

# 3 compounds already listed, ordered by the number in Vif imaging, low to high.
Structure | Vif imaging
Cc1ccc2c(c1)c1ncnc(N3CCOCC3)c1n2C | -11
CCOC(=O)CNS(=O)(=O)Cc1ccccc1 | -9
CCn1c(SCC(=O)Nc2oc(C)c3c(C)n[nH]c(=O)c23)nc2sc(C)c(C)c2c1=O | -5

# Later entries.
Compound	PDI turbidity	HTR2A ag	Exocytosis inh	ABCB6 inh 2	N-glyco inh	hiPSC survival	aDG glyco up	CaV13 ICDI inh	Vif imaging	H9c2 protect
CC1=NNC(=O)C1CC(=O)N/N=C/c1ccncc1 (configuration not stated)	0	1	2	96	1	-0.7	0.1	-6	-9	4
Cc1ccc(CC(=O)O/N=C(\N)c2cccc([N+](=O)[O-])c2)cc1	9	0	2	104	2	0.7	-0.3	-1	-3	-3
COc1ccc(Cn2nnnc2C(C(C)C)N2CCc3ccccc32)cc1 (configuration not stated)	10	6	3	101	-4	0.6	0.2	-5	2	-2
O=C(Nc1ccc(S(=O)(=O)N2CCOCC2)cc1)c1ccccc1F	-2	-1	-7	104	-2	0.0	-0.3	-5	-5	1
Cc1nc(N)sc1N=Nc1ccc(Br)cc1	12	4	2	93	-5	0.0	-0.2	-5	5	-10
CCOc1ccc(C(=O)OCC(=O)Nc2cccnc2Cl)cc1OCC	-2	-3	-3	104	0	-0.5	0.0	-15	2	6
Cc1ccnc(NC2(C(F)(F)F)N=C(c3ccccc3)NC2=O)c1 (configuration not stated)	-6	0	8	97	1	-1.4	2.6	-5	3	2
O=C(CCCOc1ccccc1)NCCc1ccccc1	5	-4	6	97	0	0.2	-0.2	-5	14	0

# Compound activity: PubChem BioAssay, several laboratories
